Compound activity: PubChem, Sanford-Burnham Center for Chemical Genomics
APJ ag: activates the human apelin receptor APJ | P35414 | CHO-K1 APJ PathHunter beta-arrestin, luminescence; 0% DMSO wells, 100% apelin | activation, % at 20 µM | 0.11% of 330,000 active;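 active = activation more than six SD over the plate average, tested at 20 µM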;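 note: 0% = DMSO alone and 100% = apelin-13 at 10 nM; some results filed as inactive read as strong as hits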
Target sequence (P35414 whole entry, looked up): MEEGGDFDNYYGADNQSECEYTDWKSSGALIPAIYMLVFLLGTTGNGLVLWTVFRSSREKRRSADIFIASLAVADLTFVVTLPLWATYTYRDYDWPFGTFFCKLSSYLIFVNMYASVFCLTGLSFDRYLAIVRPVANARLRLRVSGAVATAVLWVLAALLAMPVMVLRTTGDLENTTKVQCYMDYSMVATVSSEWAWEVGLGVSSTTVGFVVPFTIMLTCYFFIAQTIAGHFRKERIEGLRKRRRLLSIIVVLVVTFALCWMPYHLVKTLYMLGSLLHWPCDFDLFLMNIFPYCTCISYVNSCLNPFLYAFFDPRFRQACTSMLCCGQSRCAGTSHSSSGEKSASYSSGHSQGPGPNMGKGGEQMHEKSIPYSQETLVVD
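Test system – PathHunter CHO-K1 APJ (AGTRL-1) beta-arrestin reporter cells · Input – 1000 cells/well · Compound – single test compound dose, 20 µM final, 1% DMSO · Times – compound stimulation 90 min at 25 °C, detection 60 min · Technique – beta-gal luminescence · Read-out basis – APJ–arrestin association signal · Control set – negative DMSO alone, positive Apelin-13 at 10 nM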
UPR XBP1 act: activators of adaptive arm of unfolded protein response (XBP1). CHO-XBP1 luciferase reporter, IRE1-XBP1 UPR activation, luminescence; percent of tunicamycin response, DMSO as zero. activation, % at 20 µM. 0.33% of 330,000 active. AID 463104;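 active = versus positive control, 20 µM dose yields 30% or more activation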;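 note: 100% = tunicamycin at 10 µg/mL and 0% = DMSO only wells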
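Assay system: IRE1-XBP1 luciferase reporter CHO line. Input: 1000 cells/well. Buffer or medium: F12 with 10% serum. Doses: 20 µM, 1% DMSO. Times: overnight seeding at 37 °C, 6 h compound treatment at 37 °C. Technique: Steady-Glo luciferase glow luminescence, 10 min after reagent addition.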
APJ antagonist: APJ receptor antagonism; P35414; inhibition, % at 20 µM; 0.32% of 330,000 active; CHO-K1 APJ beta-arrestin complementation, luminescence;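 active = inhibition above about 40% at 20 µM, limit read from the data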;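 note: cells challenged with 10 nM apelin-13 agonist together with compound; plate controls were apelin-13 plus DMSO wells for no effect and DMSO wells lacking apelin-13 for full effect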
tim23-1 inh: growth inhibitors of tim23-1 mutant yeast. S. cerevisiae tim23-1 growth, BacTiter-Glo luminescence, 24 h. inhibition, % at 20 µM. 1.3% of 330,000 active;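 active = growth inhibition of the mutant yeast at or above 50%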;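 note: temperature-sensitive mutant grown at 25 °C; plate controls were DMSO-treated mutant yeast for no effect and medium wells lacking yeast for full effect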
Mdm2 MdmX PPI: human Mdm2/MdmX binding inhibition; O15151+Q00987; inhibition, % at 8 µM; SaOS-2 split-luciferase Mdm2/MdmX complementation, luminescence; 3% of 330,000 active;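 active = inhibition of at least 50% at 8 µM in the primary screen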
697 NFkB inh: lowers PMA/ionomycin-induced NF-kB signal in 697 B cells. 697 B-cell NF-kB luciferase reporter, 16 h. inhibition, % at 4 µM. 0.33% of 330,000 active; in the data active = inhibition above about 35%
Jurkat NFkB inh: inhibitors of the PMA/ionomycin-induced NF-kB reporter in Jurkat cells. inhibition, % at 4 µM. AID 435003. 0.53% of 330,000 active. PMA/ionomycin-induced NF-kB luciferase reporter, luminescence; in the data active = inhibition above about 50%
UPR CHOP act: activators of apoptotic arm of unfolded protein response (CHOP); 0.34% of 330,000 active; activation, % at 10 µM; CHO-CHOP luciferase reporter, UPR activation, luminescence; percent of tunicamycin response over DMSO baseline; AID 449763;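 active = at 10 µM dose, activation of 40% or more, normalized to positive control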;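 note: 100% = tunicamycin at 10 µg/mL and 0% = DMSO alone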
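Material: CHO-CHOP cells, stable luciferase reporter of PERK-eIF2a-CHOP signalling; quantity: 500 reporter cells seeded per well; buffer or medium: F12 medium containing 10% fetal bovine serum; compound: one dose, 10 µM in 0.5% DMSO; incubation: 6 h compound treatment, 37 °C; measured by: Steady-Glo luciferase luminescence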
Numbers without * were called inactive; . = not tested or not shown.

SMILES	APJ ag	UPR XBP1 act	APJ antagonist	tim23-1 inh	Mdm2 MdmX PPI	697 NFkB inh	Jurkat NFkB inh	UPR CHOP act
COc1ccc(F)cc1C(=O)C1CCCN(C(=O)Cc2c(C)noc2C)C1 (configuration not stated)	2	-2	10	12	-2	3	5	-0.3
CCC(CC)n1[nH]c(=O)cc1N	-5	1	8	11	-17	21	13	0.5
Cc1ccc(-n2c(C)cc(C(=O)COC(=O)c3c(C)noc3C)c2C)cc1	1	4	-5	31	-65	-87	-62	4.5
CC(=O)N/C(=C\c1ccccc1)C(=O)OC(C)C(=O)NCc1ccccc1 (configuration not stated)	-7	-1	-2	-11	4	-4	-9	0.0
CCN(CC)CCCNC(=O)c1cn(CC)c2ccc(S(=O)(=O)N3CCc4ccccc4C3)cc2c1=O	-4	-6	11	1	24	10	3	0.0
CN1CCN(CCC2Oc3cc([N+](=O)[O-])ccc3NC2=O)CC1 (configuration not stated)	-2	0	8	14	19	0	-5	-1.1
O=S1(=O)CCC(S(=O)(=O)N2CCCCCC2)C1 (configuration not stated)	3	0	-9	3	-7	-3	3	2.3
Cc1csc(SCC(=O)N(C)CC(=O)Nc2ccccc2Cl)n1	-5	0	3	-6	-10	14	4	1.2
O=C(CSc1nnc(Cn2c(=O)sc3ccccc32)n1-c1ccccc1)N1CCCCCC1	-1	-3	12	11	-16	13	0	-1.6
COCCN=C1N[C@@H](c2cccc(C(F)(F)F)c2)C(C(=O)OC)=C(C)N1Cc1ccccc1	-5	-2	11	23	45	-1	12	0.4
CCOc1ccc(NS(=O)(=O)c2ccc(NC(=O)C3CC3)cc2)cc1	6	-6	-3	-10	22	-11	6	-2.9
CN1CCN(C(=O)CN(c2cc(C(F)(F)F)ccc2Cl)S(C)(=O)=O)CC1	-1	0	4	4	-24	-15	9	0.8
Cc1ccc(S(=O)(=O)N(C)c2ccc(OCC(=O)Nc3nc(-c4ccccc4)cs3)cc2)cc1	1	-1	-17	14	-1	-23	16	3.4
CCOC(=O)c1sc(Nc2nc(OC)cc(OC)n2)nc1C	-3	2	-25	19	23	-10	-7	-1.5
O=C(C1CCC(=O)N(C2CCCC2)C1)N1CCN(c2ccccc2Cl)CC1 (configuration not stated)	0	-4	-28	17	8	-2	1	-0.1
O=Cc1ccccc1OCCOc1ccccc1C=O	-2	22	14	85*	51*	-8	10	9.3
Cc1cc(C)n2nc(SCC#N)nc2n1	-4	-2	6	5	20	23	-3	0.1
Cc1ccc(C(NC(=O)c2ccccc2S(C)(=O)=O)c2ccccc2)cc1 (configuration not stated)	-4	-5	-3	15	-10	17	7	-0.4
CCn1nnnc1SCC(=O)NCc1cccs1	0	-1	-3	1	13	18	-6	0.5
CC(Sc1ccccc1)C(=O)N/N=C/c1cccnc1 (configuration not stated)	-1	1	6	0	4	-8	-11	0.1
CC(/C=C/C=C/c1ccccc1)=N/NC(=O)C(O)c1ccccc1 (configuration not stated)	1	0	5	4	-17	-15	7	0.7
O=C(Nc1ccc(N2CCOCC2)cc1)c1cn2ccccc2n1	-3	-14	-3	25	4	-59	-58	-7.3
COc1cc(CN2CCN(C(=O)CC(C)C)CC2)c([N+](=O)[O-])cc1OC	2	-2	-11	10	-2	7	10	0.1
O=C(Nc1nnc(C2CC2)s1)c1ccc(Cl)nc1	-3	4	16	12	-24	-53	-27	4.0
O=C(O)c1ccccc1N/N=C/C1=C(N2CCOCC2)C(=C\c2ccccc2)/CC1	0	1	-3	32	-13	9	-4	2.5
O=C(N/N=C1/CCS(=O)(=O)c2ccc(F)cc21)c1ccccn1	-2	-1	-4	1	2	-13	-14	0.2
Cn1cc(CN2CCC(CO)CC2)c(-c2ccc(Oc3ccccc3)cc2)n1	-3	-4	13	-8	-2	-1	3	0.6
CC(O)CN(CCC(N)=O)CCC(N)=O (configuration not stated)	10	-1	-20	22	-25	-49	-18	0.1
CCOC(=O)C1CCN(C(C(=O)NC2CCCCC2)c2ccc(OC)cc2)CC1 (configuration not stated)	-3	-2	3	9	-5	6	-2	-1.3
COc1ccc(Nc2ccc([N+](=O)[O-])cc2[N+](=O)[O-])cc1	-1	-2	-11	30	10	26	3	1.2
CCOC(=O)c1cnc(-c2ccccc2)nc1N1CC(C)OC(C)C1 (configuration not stated)	-4	2	-12	28	6	1	0	1.0
CCn1c(SCc2nc(N)nc(N3CCCCC3)n2)nc2c1c(=O)n(C)c(=O)n2C	-2	-2	-6	9	7	-43	0	1.4
O=C1CC(N2CCCc3ccccc32)C(=O)N1c1ccccc1 (configuration not stated)	-5	2	4	29	6	18	5	-0.4
Cc1nnc(SCCN2CCOCC2)n1-c1cccc(Cl)c1	-6	-1	23	1	-2	-2	3	-0.8
Cc1ccc(-c2nn(-c3ccc(F)cc3)cc2C(=O)N2CCN(C3CCS(=O)(=O)C3)CC2)cc1 (configuration not stated)	-2	0	13	14	-19	16	-2	-0.1
Cc1ccc(C(=O)OCn2nnc3ccccc3c2=O)cc1[N+](=O)[O-]	-2	-1	-11	5	13	-2	12	6.7
Cc1cc(OCC(=O)NCC2CCC(C(=O)O)CC2)c2c(C)c(Cc3ccccc3)c(=O)oc2c1 (configuration not stated)	-3	-2	10	-4	8	33	3	-0.7
O=[N+]([O-])c1ccc(-c2ccn[nH]2)o1	-1	1	-7	18	-17	8	-6	-1.7
Cc1ccccc1N1CCN(c2ccc(NC(=O)C3CCCCC3C(=O)O)cc2)CC1 (configuration not stated)	2	0	1	15	0	1	-10	1.8
Cc1ccc(C)c(C(=O)CN2C(=O)NC3(CCCCCC3)C2=O)c1	6	0	14	14	1	4	0	1.6
O=C(NCCN1CCOCC1)c1cc(-c2cccc(Cl)c2)on1	-1	0	1	3	10	-35	-36	-0.7
CC(=O)N1CCc2cc(S(=O)(=O)NCCCN3CCN(Cc4ccccc4)CC3)ccc21	3	-3	6	8	7	-12	-3	-0.5
NS(=O)(=O)c1cccc(NC(=O)COC(=O)c2ccccc2C(=O)c2ccccc2)c1	-6	-2	13	14	14	15	7	0.7
CC1=C(OC(=O)c2ccccc2)C(C)(C)C(c2ccccc2)OC1=O (configuration not stated)	4	-5	-19	17	-5	-3	-8	-1.1
CCCOc1ccc(C(=O)NCc2ccco2)cc1	3	2	-5	14	-26	-49	-12	3.0

Complete entries, quoted from the list:
`Cc1ccc(-c2nn(-c3ccc(F)cc3)cc2C(=O)N2CCN(C3CCS(=O)(=O)C3)CC2)cc1` (configuration not stated) is listed as APJ ag: -2; UPR XBP1 act: 0; APJ antagonist: 13; tim23-1 inh: 14; Mdm2 MdmX PPI: -19; 697 NFkB inh: 16; Jurkat NFkB inh: -2; UPR CHOP act: -0.1
`Cc1ccc(C(=O)OCn2nnc3ccccc3c2=O)cc1[N+](=O)[O-]` is listed as APJ ag: -2; UPR XBP1 act: -1; APJ antagonist: -11; tim23-1 inh: 5; Mdm2 MdmX PPI: 13; 697 NFkB inh: -2; Jurkat NFkB inh: 12; UPR CHOP act: 6.7

Continuation:
SMILES	APJ ag	UPR XBP1 act	APJ antagonist	tim23-1 inh	Mdm2 MdmX PPI	697 NFkB inh	Jurkat NFkB inh	UPR CHOP act
O=C(CCN1C(=O)C2C3C=CC(C3)C2C1=O)Nc1nccs1 (configuration not stated)	-3	-2	1	-5	6	-61	-12	1.4
C=C(C)C(=O)Oc1ccc(N2C(=O)[C@@H]3C4C=CC(C4)[C@@H]3C2=O)cc1	1	1	2	29	4	-7	3	5.5
Cc1nn(-c2ccccc2)c(C)c1NC(=O)COC(=O)c1ccc(S(=O)(=O)C(F)F)cc1	10	1	7	14	-22	-5	7	-0.8
CN(Cc1ccccc1)C(=O)[C@@H]1CCCN1S(=O)(=O)c1ccc(Cl)cc1	-4	-3	25	22	11	5	7	2.0
COCCN1CCN(Cc2nc(Cc3ccc(OC)c(OC)c3)no2)CC1	-2	-2	-18	5	-8	12	-6	0.8
Cc1noc(C)c1COC(=O)c1cc(S(=O)(=O)N2CCOCC2)ccc1Cl	-1	0	14	17	-6	-13	-10	0.4
O=C(O)CN(c1ccccc1F)S(=O)(=O)c1ccccc1	0	-1	-1	4	2	1	9	0.2
CC(C)N1CCN(Cc2nc3ccccc3s2)CC1CCO (configuration not stated)	-5	2	17	13	6	-1	-1	-2.1
Cc1ccc(NC(=O)CCCNC(=O)c2ccc(Cl)cc2)nc1	4	1	-10	14	22	2	-14	3.7
COc1cc(/C=N/Nc2nc(Nc3ccccc3)nc(N3CCCCC3)n2)ccc1OCC(=O)O	-3	0	1	12	15	-19	-9	-0.3
Cc1nc(C(=O)NNC(=O)c2ccc(Cl)cc2)c(C(F)(F)F)o1	-3	-2	5	8	2	3	-5	3.1
O=C(N/N=C\c1cc2c(cc1Cl)OCO2)c1cccnc1	2	-2	-10	-2	11	-13	-2	1.5
O=C(CN(c1ccccc1)S(=O)(=O)c1ccc(F)cc1)NC1CCS(=O)(=O)C1 (configuration not stated)	2	0	-12	14	-5	-11	-13	0.5
COc1ccc(CNCCCSc2ncccn2)cc1OC	0	-4	13	-72	-4	8	3	0.0
COc1ccc(NC(=O)OCCn2c([N+](=O)[O-])cnc2C)cc1	-3	0	15	-7	4	-5	6	-0.2
CC(C)c1ccc(N)c(S(=O)(=O)O)c1	-5	-2	19	-11	-12	16	-10	-0.1
COC(=O)/C(NC(C)=O)=C(\C)c1ccc(Cl)cc1	-4	1	-3	13	-17	9	-1	0.0
O=C(COc1cc2oc(=O)c3c(c2cc1Cl)CCC3)N1C[C@H]2C[C@@H](C1)c1cccc(=O)n1C2	-2	0	-1	13	12	13	4	-0.7
COc1cccc(CC2(CO)CCCN(S(=O)(=O)N(C)C)C2)c1 (configuration not stated)	-2	6	-24	11	4	-6	9	0.6
O=C(Nc1ccc(F)cc1)c1ccc(S(=O)(=O)NCC2CCCO2)cc1 (configuration not stated)	-1	-4	19	-11	23	9	23	-0.8
COc1ccc(NC(=O)c2c[nH]c(=O)n(-c3ccc(C)c(C)c3)c2=O)cc1OC	-1	-5	3	0	15	12	16	0.7
O=C1c2ccccc2[C@@H]2C[C@H]3O[C@H]3CCN12	.	1	.	16	3	-1	.	1.8
S=c1nc(-c2ccc(Br)cc2)[nH]c2ccccc12	-7	5	36	17	-13	-19	-20	4.1
O=c1c(CN2CCN(Cc3ccccc3F)C(CCO)C2)coc2ccccc12 (configuration not stated)	-3	-2	17	-4	-15	-1	2	-0.2
CC(C)CNC(=O)/C=C/C=C/CCCC/C=C/c1ccc2c(c1)OCO2	-4	0	6	9	15	12	4	-1.1
C/C(CCc1oc2c(Br)cc(Br)cc2c1-c1ccc(C)o1)=N\O	-2	7	19	58*	14	-36	-5	89*
CCOc1ccc2nc(COC(=O)c3cccs3)c(C(C)=O)[n+]([O-])c2c1	2	-1	5	21	9	17	3	0.2
Cc1ccc(S(=O)(=O)N(C)C(=O)NC(=O)NS(=O)(=O)c2ccccc2)cc1	-1	-1	17	1	-30	2	5	0.0
Cc1[nH]c2ccccc2c1C(=O)NS(=O)(=O)Nc1ccccc1	0	-2	7	-3	11	14	9	1.4
